# Screening data from PubChem BioAssay.
# Akt phos inh: blocks phosphorylation of Akt; Neuro2A IGF-stimulated pAkt S473 HTRF, 20 min; active compounds read low; activity change, % for hits at 50 µM; 360,000 tested, 0.32% active; AID 651550; in the data active = activity change below about -80%; inconclusive = mostly about -51% to -80%; note: % is set by controls: 0 for no effect and ±100 for the full control effect
#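 Single-point screen (50 µM final compound) in Neuro2A cells stimulated 20 min with 6 nM IGF at 37 deg C. After lysis, Ser473-phosphorylated Akt read by HTRF (ex 330 nm, em 615/665 nm) as the 665/615 ratio.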
# Nrf2 ARE act: Nrf2 pathway activation; AREc32 ARE-luciferase reporter (MCF7-derived line), luminescence, 24 h; Potency, µM (top dose mostly 46.1 µM), without a hit: top-dose activation, hits mostly activators; 410,000 tested, 0.31% active; AID 624171; note: potency is the fitted concentration of half-maximal effect; % of control where 0% means no effect; nearly all actives have a fitted effect of over 65% in size
#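 Each well held 1000 AREc32 cells, which were incubated with compound for 24 hr at 37 deg C after overnight attachment, and ARE reporter activity was quantified by firefly luciferase luminescence.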
# MmCpn inh: M. maripaludis TRiC chaperonin inhibition; purified Mm-Cpn ATPase, ADP Transcreener TR-FRET; Potency, µM (doses to about 76.9 µM), for the others: at the top dose activity, negative = inhibition, most hits filed as inhibitors; 330,000 tested, 0.031% active; AID 504842; note: potency is the fitted concentration of half-maximal effect; % is set by controls: 0 for no effect and ±100 for the full control effect; nearly all actives have a fitted effect of over 80% in size
#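 Measured: ADP formation by purified Mm-CPN. Conditions: 25 nM protein, 10 uM ATP, Tris pH 7.4 with Mg2+, K+ and DTT, 37°C for 30 min. Detection: Transcreener HTRF after 30 min at room temperature.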
# TGFb SMAD3 inh: blocks TGF-b signaling; HepG2 CAGA-GFP TGF-b/SMAD3 reporter, GFP fluorescence, 18 h; TGF-beta stimulated, 500 pg/mL final; Potency, µM (titrated, usually from 46.1 µM), without a hit: at the highest dose activity, negative = inhibition, most hits filed as inhibitors; 410,000 tested, 1.2% active; note: potency is the fitted concentration of half-maximal effect; % is set by controls: 0 for no effect and ±100 for the full control effect; nearly all actives have a fitted effect of over 65% in size
#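 Smad-responsive CAGA-GFP expression was quantified in HEPG2 cells exposed to compounds and 500 pg/mL final TGF-beta for 18 h at 37 degrees C; unstimulated wells defined full inhibition.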
# HepG2 viability: HepG2 cytotoxicity, counter-screen for TGF-b inhibitors | HepG2 CAGA-GFP viability, ATP luminescence, 18 h | Potency, µM (series often up to 46.1 µM), inactives show at the top dose activity change, negative = cytotoxicity, actives largely listed as cytotoxic | 410,000 tested, 0.76% active | AID 588856; note: potency is the fitted concentration of half-maximal effect; some results filed as inactive show a strong effect at the top dose
#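 CellTiter-Glo luminescence gave cytotoxicity after 18 hours at 37 degrees C. The cells were HepG2 CAGA-GFP in 1% FBS DMEM, stimulated with 500 pg/mL TGF-beta after compound addition. %Activity was normalised to no-cell wells (complete cell-killing) and DMSO (no toxicity), and curves were fitted and classified.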
# Nrf2 block: inhibitors of Nrf2 signaling; A549 ARE-Fluc reporter, luciferase luminescence, 18-24 h; Potency, µM (top dose mostly 46 µM), inactives show at the highest dose activity change, negative = inhibition, actives largely listed as inhibitors; 360,000 tested, 2.1% active; note: potency is the fitted concentration of half-maximal effect; % is set by controls: 0 for no effect and ±100 for the full control effect; nearly all actives have a fitted effect of over 60% in size
#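 In this cell-based qHTS, ARE-driven firefly luciferase in A549 cells reports Nrf2 activity; the luminescent signal after BugLite lysis is the measured value, with a prior CellTiter-Fluor read for cell health.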
# Abeta yeast res: restores growth of yeast expressing A-beta42 peptide; AID 1347071; yeast expressing A-beta42, growth rescue, OD600, 48 h; response scale: 0% DMSO, 100% iron-clioquinol control; Potency, µM (highest dose often 46.1 µM), for the others: at the highest dose growth rescue, actives largely listed as activators; 410,000 tested, 0.063% active; note: potency is the fitted concentration of half-maximal effect; nearly all actives have a fitted effect of over 55% in size
#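 Growth rescue measured by 600 nm absorbance after 48 h yeast culture at 30 C with compound. Values normalized between DMSO and an equimolar ferric chloride plus clioquinol control.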
# A549 viability: kills or reduces viability of A549 cells in Nrf2 counter-screen | A549 ARE-Fluc cells, CellTiter-Fluor viability, 18-24 h | Potency, µM (highest dose often 46 µM), without a hit: at the top dose activity change, negative = cytotoxicity, usual class: inhibitors | 390,000 tested, 0.16% active | AID 504648; note: potency is the fitted concentration of half-maximal effect; % is set by controls: 0 for no effect and ±100 for the full control effect
#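 A549 ARE_Fluc cells in 5% FBS OPTI-MEM were exposed to compounds in concentration-response for 18-24 h at 37 deg C. Viability was read by CellTiter-Fluor fluorescence (Ex 405/Em 525) after 30 min, before the luciferase read.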
# CCT chaperon mod: changes cytosolic chaperonin activity | purified chaperonin ATPase assay, HTRF ADP detection, 30 min | 360,000 tested, 0.3% active | activity change, % (test concentration not listed), hits read low; in the data active = activity change below about -30%; note: % is set by controls: 0 for no effect and ±100 for the full control effect
#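 TRiC at 40 or 20 nM final (batch-dependent) in 30 mM Tris pH 7.4, 100 mM KCl, 5 mM MgCl2, 1 mM DTT, with compound at single 76 uM and 10 uM ATP, 30 min at 37 deg C. ADP detected by HTRF Transcreener, 665/615 ratio.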
# * hit, by the source's call; i = inactive; ? = inconclusive; nt = no result given; [ ] = another dose, or the depositor's remark. Unless noted, calls come from the whole dose curve; as a rule, active = well fitted curve in the direction sought with a large enough effect; inconclusive = small, poorly fitted or top-dose-only effect, or another doubt; inactive = no such curve, though single readings can be large; an effect the other way counts as inactive or inconclusive.
SMILES,Akt phos inh,Nrf2 ARE act,MmCpn inh,TGFb SMAD3 inh,HepG2 viability,Nrf2 block,Abeta yeast res,A549 viability,CCT chaperon mod
Cc1csc2nc(=O)c3ccccc3n12,i,2.3%,-1%,8%,-32%,-6%,-15%,9%,-0.7
CCN(CC(=O)Nc1ccc(NC(C)=O)cc1)C(=O)CCCc1c[nH]c2ccccc12,i,-0.4%,1%,-4%,-2%,-27%,3%,1%,1.0
O=C(C1CCN(S(=O)(=O)c2ccc(-n3cnnn3)cc2)CC1)N1CCN(c2ccccc2)CC1,i,1.4%,-2%,-2%,-3%,21%,1%,4%,4.0
O=C(c1cc(-c2ccccc2)nc2ccccc12)N1CCCC1,i,0.1%,0%,-1%,-9%,-2%,6%,-4%,0.2
COc1ccc(C(CC(=O)Nc2cc(OC)cc(OC)c2)n2cccc2)cc1 (stereo not given),i,-0.6%,1%,2%,-22%,-10%,12%,-6%,-2.8
Cc1cc(C)n(-c2cccc(CN(C)Cc3nc(-c4cnccn4)no3)c2)n1,i,0.2%,0%,7%,0%,3%,7%,-4%,-0.1
C=CCn1c(N2CCCC2)nc2c1c(=O)[nH]c(=O)n2C,i,0.2%,-4%,3%,10%,?,15%,-2%,0.3
CC1CC(C)CN(C(=O)CCn2c(=O)oc3ccccc32)C1 (stereo not given),i,0.6%,2%,-7%,1%,-4%,10%,0%,0.2
CCC(=O)N(CCc1ccccc1)Cc1cc2ccc(OC)cc2[nH]c1=O,i,0.4%,-2%,-22%,-25%,-20%,-13%,12%,0.6
COc1ccc(C(=O)NNC(=S)NC(=O)c2cc(-c3ccccc3)nc3ccccc23)cc1,i,21%,-8%,4%,-59%,18µM*,15%,?,1.2
Cc1cccc(N/C(N)=N/c2nc(C(F)(F)F)cc(=O)[nH]2)c1C,i,0.2%,0%,-3%,-7%,-26%,1%,0%,-1.4
COc1ccccc1C(CNC(=O)c1cccc(S(=O)(=O)Nc2ccc(F)cc2)c1)N1CCCC1 (stereo not given),i,6.8%,nt,-3%,-6%,-1%,-5%,-4%,-2.3
CCOC(=O)COc1cc(Br)c(/C=N/Nc2ccccc2)cc1OC,i,-0.9%,-7%,13%,-22%,-5%,2%,-13%,-1.0
COc1ccc(/C=C/C(=O)c2ccc(NC3=NCCCS3)cc2)cc1OC,i,?,-7%,13µM*,-3%,-9%,-14%,6%,0.2
CCCNc1nc2nc3ccccn3c(=O)c2cc1C(=O)NCCN1CCOCC1,i,-0.4%,-1%,2%,-5%,-9%,-10%,-29%,-1.4
Cc1c(CC(=O)O)c(=O)oc2c(C)c(OCc3ccc(F)cc3F)ccc12,i,0.1%,-2%,-3%,-13%,21%,-1%,0%,1.5
CC(C)Cc1ccc(CN2CCCC(NC(=O)c3cccc(-n4cnnc4)c3)C2)cc1 (stereo not given),i,4.2%,2%,0%,-35%,?,1%,-11%,-2.3
CSc1cccc(NC(=O)CNC(=O)C2CCCCC2)c1,i,-0.7%,1%,13%,13%,-9%,-5%,-2%,-2.2
Cc1cc(NC(=O)CSc2nnc(-c3ccoc3C)o2)no1,i,0.1%,-2%,-1%,-6%,?,4%,-18%,0.9
c1ccc(OCc2ccc(CCCN3CCOCC3)cc2)cc1,i,2.5%,-2%,-23%,-15%,7%,-11%,-2%,-2.0
COC(=O)c1cccc(NC(=S)Nc2ccc(Cl)c(Cl)c2)c1,i,4.4%,-1%,?,-25%,-23%,0%,0%,-0.3
COc1ccccc1CNc1cccc(C)n1,i,0.5%,nt,-2%,-32%,nt,4%,nt,1.6
COc1ccc(NS(=O)(=O)c2cccc(NC(=O)NCCCl)c2)cc1,i,-0.2%,1%,-4%,-13%,-7%,0%,0%,2.0
CC1NC(=S)N(C2CCCCC2)C1=O (stereo not given),i,0.2%,1%,16%,7%,9%,-9%,-13%,-0.7
CCOC(=O)c1c(C)c(C(=O)N(C)C2CCCCC2)c(C)n1C,i,-0.3%,-3%,-1%,-3%,4%,-11%,1%,2.2

# Exported with values under each structure: entries from further up
# Each structure is followed by: Akt phos inh, Nrf2 ARE act, MmCpn inh, TGFb SMAD3 inh, HepG2 viability, Nrf2 block, Abeta yeast res, A549 viability, CCT chaperon mod
> C=CCn1c(N2CCCC2)nc2c1c(=O)[nH]c(=O)n2C
 : i, 0.2%, -4%, 3%, 10%, ?, 15%, -2%, 0.3
> CC1CC(C)CN(C(=O)CCn2c(=O)oc3ccccc32)C1 (stereo not given)
 : i, 0.6%, 2%, -7%, 1%, -4%, 10%, 0%, 0.2
> CCC(=O)N(CCc1ccccc1)Cc1cc2ccc(OC)cc2[nH]c1=O
 : i, 0.4%, -2%, -22%, -25%, -20%, -13%, 12%, 0.6

# (list continues)
SMILES,Akt phos inh,Nrf2 ARE act,MmCpn inh,TGFb SMAD3 inh,HepG2 viability,Nrf2 block,Abeta yeast res,A549 viability,CCT chaperon mod
Cc1ccc(C)c(Nc2nn3c(=O)c4ccc(C(=O)NCc5cccnc5)cc4nc3s2)c1,i,-0.1%,-1%,3%,9%,9%,-11%,3%,0.4
CCn1c(=N)n(CCOc2ccc(OC)cc2)c2ccccc21,i,-0.5%,2%,-10%,-8%,-16%,17%,2%,-2.5
O=C1c2ccccc2NC(c2ccc(Br)o2)N1O (stereo not given),nt,8.3%,-4%,-19%,-13%,13%,-23%,-9%,nt
CC1(c2ccc(Cl)cc2)NC(=O)N(CC(=O)NC2CCCCC2)C1=O (stereo not given),i,-0.1%,1%,0%,-9%,-20%,-8%,-8%,-3.2
CCN1C(=O)c2cccc3c(S(=O)(=O)NCC4CCCO4)ccc1c23 (stereo not given),i,20%,-7%,-7%,-12%,?,3%,-6%,-0.6
CCOC(=O)c1ccccc1NC(=O)c1ccc(NS(C)(=O)=O)cc1,i,-0.3%,-5%,-5%,-21%,-2%,2%,-4%,-1.8
O=C(c1ccccc1F)N1CCN(c2ccccc2F)CC1,i,-0.8%,1%,17%,-32%,17%,-1%,0%,0.6
N#Cc1ccccc1OCC(=O)Nc1nc(-c2ccccn2)cs1,i,14%,nt,0%,0%,nt,?,nt,0.0
CC(=O)N1CCN(c2ccc(NC(=O)c3cccc(OCc4ccccc4)c3)cc2)CC1,i,-0.1%,1%,?,0%,?,13%,-1%,-4.5
O=C1NC(=O)c2c(Br)c(Br)c(Br)c(Br)c21,i,1.7%,nt,-3%,-5%,-3%,-12%,10%,-24
O=C(COC(=O)c1ccccc1NCCO)NCCc1ccccc1,i,-0.4%,-2%,-53%,-3%,4%,-6%,2%,1.9
O=C(Nc1ccccc1)Nc1nncs1,i,-0.1%,3%,11%,-16%,-3%,0%,-3%,0.0
CCC12CN(C(=O)c3ccc([N+](=O)[O-])cc3)CC(CC)(CN(C(=O)c3ccc([N+](=O)[O-])cc3)C1)C2=O,i,-0.1%,-2%,-10%,-1%,0%,19%,2%,-0.7
O=S(=O)(Nc1ccccc1)c1ccc(-c2csnn2)cc1,i,2.4%,1%,-11%,-60%,-7%,-19%,0%,-2.0
CCN(C(=O)COC(=O)CCc1c[nH]c2ccccc12)c1c(N)n(Cc2ccccc2)c(=O)[nH]c1=O,i,-0.3%,1%,-6%,-3%,-9%,-2%,0%,0.7
C1CN(CC2CCN(c3nc4nonc4nc3N3CCSCC3)CC2)CCO1,i,0.9%,-4%,43%[activator],0%,1%,-8%,-9%,0.0
COc1ccc(S(=O)(=O)N2CCN(C(=O)c3cccc(S(=O)(=O)N4CCCC4)c3)CC2)cc1,i,-0.1%,nt,-2%,-4%,nt,0%,nt,-0.7
COc1ccc(OC(=O)c2nc(SCc3ccccc3C)ncc2Cl)cc1,nt,-0.6%,nt,-14%,-1%,3%,-8%,8%,nt
CCOC(=O)c1ccc(S(=O)(=O)N2CCN(Cc3cc4c(cc3O)OCO4)CC2)cc1,i,5.9%,-1%,-16%,-27%,?,10%,2%,-1.6
COc1ccc(-c2ccc(C(=O)NCc3ccncc3)c3occc23)c(C)c1,i,3.3%,nt,-15%,-34%,nt,-15%,nt,0.3
CCCN(C(=O)c1cn(CC(C)C)c(=O)c2cc(OC)c(OC)cc12)c1cccc(C)c1,nt,0.8%,nt,?,-42%,-22%[9.27 µM],-13%,?,nt
N#Cc1c(SCc2ccc(Cl)cc2)sc(C(=O)c2ccccc2)c1N,i,11%,-9%,12%,-12%,nt,28%,4%,0.6
O=C(C1CCN(S(=O)(=O)c2ccc(Cl)c(C(F)(F)F)c2)CC1)N1CCC1,i,-0.4%,-1%,-20%,-22%,-14%,-16%,3%,3.2
O=C(c1ccc(-c2ccccc2)cc1)C1CCCN(C(=O)c2cncs2)C1 (stereo not given),i,5.4%,0%,0%,2%,?,-51%[inhibitor],4%,-2.8
Cc1ccc(NC(=O)CCc2ccc(S(=O)(=O)N3CCOCC3)cc2)c(Cl)c1,i,0.4%,2%,0%,1%,-21%,-7%,-1%,2.0
CN(Cc1c(F)cccc1Cl)C(=O)c1cccc(S(=O)(=O)NCc2ccccc2)c1,i,-0.6%,1%,-2%,-20%,-11%,2%,0%,-1.6
COc1ccc(-c2cc(-c3cccs3)c(C#N)c(SCC(=O)NCc3ccco3)n2)cc1,i,5.1%,-1%,0%,-2%,-8%,16%,-29%,1.9
CC(C)c1ccc(-c2nnc(SCC(=O)NC3CC3)n2C)cc1,i,-0.2%,-3%,0%,5%,7%,0%,1%,0.7
COc1ccc(NC(=O)c2cc(-c3cc(Cl)ccc3OC)n[nH]2)cc1OC,i,9.8%,nt,11%,-42%,nt,6%,nt,0.1
Cc1ncc(CSc2nccc(=O)[nH]2)c(CO)c1O,i,-0.8%,0%,14%,-8%,-5%,-9%,0%,-0.3
